Source: PubChem (National Center for Advancing Translational Sciences (NCATS))
LmPK inh: LmPK (Leishmania mexicana) enzyme inhibition; Q27686; purified LmPK, Kinase-Glo ATP luminescence, 1 h; Potency, µM (highest dose often 57.5 µM), without a hit: at the top dose activity change, negative = inhibition, most hits filed as inhibitors; 290,000 compounds, 0.37% hits; further: potency means the concentration at half of the fitted maximal effect; on the % scale 0 is the no-effect control and ±100 the full control effect
Target sequence (Q27686 whole entry, looked up): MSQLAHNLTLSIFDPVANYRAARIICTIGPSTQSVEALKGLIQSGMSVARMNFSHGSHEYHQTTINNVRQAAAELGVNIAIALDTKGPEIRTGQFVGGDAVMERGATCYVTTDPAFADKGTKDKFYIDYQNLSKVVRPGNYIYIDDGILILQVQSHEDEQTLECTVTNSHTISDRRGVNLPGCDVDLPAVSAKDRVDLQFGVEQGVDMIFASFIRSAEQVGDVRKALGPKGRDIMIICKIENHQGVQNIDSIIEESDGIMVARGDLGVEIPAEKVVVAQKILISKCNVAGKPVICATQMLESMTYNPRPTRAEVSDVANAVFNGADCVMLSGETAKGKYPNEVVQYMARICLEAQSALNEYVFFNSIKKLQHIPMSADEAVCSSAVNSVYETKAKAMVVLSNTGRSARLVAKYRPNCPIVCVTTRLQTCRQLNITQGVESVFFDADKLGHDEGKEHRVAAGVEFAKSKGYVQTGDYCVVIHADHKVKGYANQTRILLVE
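0.1 nM LmPK, 0.5 mM PEP, 0.1 mM ADP; 50 mM imidazole pH 7.2, 7 mM MgCl2, 50 mM KCl; 1 h RT. Kinase-Glo luminescence readout, normalized to no-enzyme (full inhibition) and uninhibited wells.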
Pf growth 96h: inhibits malaria parasite growth, 96 h | P. falciparum luciferase reporter growth, 96 h | Potency, µM (series often up to 28.7 µM), for inactives: at the top dose activity change, negative = inhibition, hits mostly inhibitors | 320,000 compounds, 6.9% hits | AID 504834; further: potency means the concentration at half of the fitted maximal effect; on the % scale 0 is the no-effect control and ±100 the full control effect
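P. falciparum expressing integrated firefly luciferase grown in erythrocytes (2% hematocrit, 0.05% parasitemia final) with compounds for 96 hours at 37 C, 5% CO2. Growth inhibition read as loss of luminescence after adding luciferase detection reagent.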
HCV inh: HCV inhibition; Huh7.5.1 HCVcc-Cre infection, luciferase reporter, 44 h; Potency, µM (series often up to 41.8 µM), without a hit: top-dose activity change, negative = inhibition, actives largely listed as inhibitors; 340,000 compounds, 3.4% hits; further: potency means the concentration at half of the fitted maximal effect; on the % scale 0 is the no-effect control and ±100 the full control effect
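Cells seeded at 1,000/well and cultured 4 h, then compounds added followed by HCVcc-Cre virus (~0.5 moi). After 44 h further culture, luciferase substrate was added, plates held 15 min at room temperature, and luminescence read for 15 sec.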
CHX counter: counter-screen for Shiga toxin inhibitors: cycloheximide protein synthesis inhibition; cell reporter, cycloheximide protein synthesis inhibition counterscreen; max response, %; 300,000 compounds, 12% hits; AID 2314; in the data active means max response mostly above about 13%, no sharp cut-off; inactive means mostly below about 14%; further: read at 38.3 µM for the half of the compounds with a filed dose; 0% is about no effect
Shiga inhibitor: Shiga toxin inhibition; Vero cells, Shiga toxin protein synthesis inhibition reporter; inhibition, % at 38.7 µM; 290,000 compounds, 9.2% hits; AID 2315; in the data active means inhibition mostly above about 28%, no sharp cut-off; inactive means mostly below about 43%; further: 0% is about no effect
Pf growth 48h: inhibits P. falciparum growth in the first generation, 48 h | 310,000 compounds, 5.9% hits | P. falciparum luciferase growth in erythrocytes, 48 h | Potency, µM (highest dose often 28.7 µM), inactives show at the top dose activity change, negative = inhibition, hits mostly inhibitors; further: potency means the concentration at half of the fitted maximal effect; on the % scale 0 is the no-effect control and ±100 the full control effect
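Luminescence readout; reporter = integrated firefly luciferase in P. falciparum. RBC culture at 2% hematocrit, 0.1% parasitemia final, 37 C/5% CO2; decreased signal taken as growth inhibition.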
TbPYK inhibitor: inhibitors of Trypanosoma brucei pyruvate kinase. Q57TT1. TbPYK enzyme, Kinase-Glo Plus ATP luminescence, 45 min. Potency, µM (series often up to 76.8 µM), without a hit: top-dose activity, negative = inhibition, usual class: inhibitors. 410,000 compounds, 0.12% hits. AID 624173; further: potency means the concentration at half of the fitted maximal effect; on the % scale 0 is the no-effect control and ±100 the full control effect; nearly all actives have a fitted effect of over 50% in size
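Screened from lowest to highest concentration, compounds were pinned into TbPYK/substrate mixtures, and ADP (130 uM final) was added. Plates sat at room temperature for 45 min prior to Kinase-Glo Plus detection by luminescence.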
An asterisk follows results filed as active; ? = inconclusive; / = not tested or not shown; & = joins results of further samples; [ ] = remark or other dose. Unless noted, the call rests on the fitted dose curve; in most records, active means well fitted curve in the direction sought with a large enough effect; inconclusive means small, poorly fitted or top-dose-only effect, or another doubt; inactive means no such curve, though single readings can be large; an effect the other way counts as inactive or inconclusive. Not a hit list, and some 24% of all compounds hit somewhere here.

[1] CCOC(=O)c1ccc(NC(=O)CN2C(=O)C(CC)SC(CC)C2=O)cc1 (stereo unspecified)
[2] COc1ccc(CNC(=O)Cn2c(=O)oc3ccccc32)cc1OC
[3] O=C(Nc1ccnn1C1CCN(Cc2ccccc2OC(F)F)CC1)c1cccc(F)c1
[4] COc1ccc(/C(C)=N/N=C(\C)c2ccc(OC)cc2OC)c(OC)c1
[5] CC(OC(=O)c1cccnc1Cl)C(=O)Nc1ccc2c(c1)OCCO2 (stereo unspecified)
[6] CCOC(=O)c1c2ccc(OCC(=O)N/N=C/c3ccccc3C(F)(F)F)cc2n2ccccc12
[7] Cc1cccn2c(=O)c3cc(C(=O)N4CC(C)CC(C)C4)sc3nc12 (stereo unspecified)
[8] COc1ccc(C(=O)Nc2cc(=O)[nH]c3ncnn23)cc1
Assay by compound	1	2	3	4	5	6	7	8
LmPK inh	-1%	-1%	-8%	-1%	1%	-3%	-3%	-16%
Pf growth 96h	50%[activator]	/	14%	-30%	26%	?	?	15%
HCV inh	1%	-4%	-24%	?	20%	/	11%	-1%
CHX counter	0	5	1	-4	12	6	-1	12
Shiga inhibitor	-7	23	-2	11	3	1	-10	29
Pf growth 48h	10%	-24%	-4%	6%	11%	?	-16%	43%[activator]
TbPYK inhibitor	-12%	-4%	-9%	1%	3%	/	2%	3%

[9] CCOC(=O)C(C)Sc1nc(-c2ccccc2)nc2ccccc12 (stereo unspecified)
[10] O=C1c2ccccc2C(O)(Cc2ccccc2)N1Cc1ccco1 (stereo unspecified)
[11] CS(=O)(=O)N(Cc1ccc(C(=O)NC2CCCC2)cc1)c1ccccc1
[12] COc1ccc(OC)c(-c2cc(C(=O)Nc3c(C)nn(Cc4ccccc4C)c3C)no2)c1
[13] CCC(=O)NCC(c1ccco1)N1CCN(c2ccc(OC)cc2)CC1 (stereo unspecified)
[14] Cc1ccc(C)c(N(C(=O)CS(=O)CC(=O)Nc2ccc3c(c2)OCO3)C(C)C(=O)NC2CCCC2)c1 (stereo unspecified)
[15] O=P(O)(O)CCP(=O)(c1ccccc1)c1ccccc1
[16] Cc1cc(NS(=O)(=O)c2ccc(NC(=S)NC(=O)c3ccc(F)cc3)cc2)no1
Assay by compound	9	10	11	12	13	14	15	16
LmPK inh	5%	2%	0%	0%	7%	1%	5%	1%
Pf growth 96h	24%	-6%	/	17%	42%[activator]	5%	1.7µM*	2%
HCV inh	?	6%	5%	3.2µM*	11%	-1%	18%	25%
CHX counter	-1	-2	5	10	14	-1	-5	1
Shiga inhibitor	-5	17	13	-11	-8	-11	-8	-12
Pf growth 48h	?	-4%	4%	5.2µM*	0%	?	-12%	-6%
TbPYK inhibitor	4%	-12%	6%	-9%	-5%	-3%	2%	-4%

[17] COc1ccc(N2C(=O)CNC2=S)cc1
[18] CCOC(=O)c1ccc(N2Cc3cc(C)c(C)cc3C2)cc1O
[19] O=C1CC(c2ccccc2Br)c2cc3c(cc2N1)CCC3 (stereo unspecified)
[20] CCOC(=O)C1CN(C)CCC1=O (stereo unspecified)
[21] COC(=O)c1ccc(Nc2cc(C)nc3nc(C)nn23)cc1
[22] O=C(/C=C\c1cn(-c2ccccc2)nc1-c1ccc2c(c1)OCCO2)N1CCOCC1
[23] Cc1cc(OC(C)C(=O)N[C@H](C(=O)O)c2ccccc2)c2c3c(c(=O)oc2c1)CCC3 (stereo partly specified)
[24] O=C1c2ccccc2N2C(=O)c3ccccc3C2N1Cc1ccco1 (stereo unspecified)
Assay by compound	17	18	19	20	21	22	23	24
LmPK inh	-1%	-5%	1%	5%	-3%	-3%	-9%	3%
Pf growth 96h	?	0%	-28%	-10%	2%	76%[activator]	2%	38%[activator]
HCV inh	3%	11%	/	4%	3%[8.37 µM]	?	-12%	-14%
CHX counter	0	19*	-3	-3	0	4	-1	-1
Shiga inhibitor	-3	17	-2	-13	7	9	-5	-11
Pf growth 48h	5%	32%[activator]	?	4%	36%[activator]	?	19%	-12%
TbPYK inhibitor	4%	/	/	-3%	-2%	-9%	-1%	-1%

3 structures already listed, ordered by length of the SMILES, highest first.
[22] O=C(/C=C\c1cn(-c2ccccc2)nc1-c1ccc2c(c1)OCCO2)N1CCOCC1
[24] O=C1c2ccccc2N2C(=O)c3ccccc3C2N1Cc1ccco1 (stereo unspecified)
[18] CCOC(=O)c1ccc(N2Cc3cc(C)c(C)cc3C2)cc1O
Assay by compound	22	24	18
LmPK inh	-3%	3%	-5%
Pf growth 96h	76%[activator]	38%[activator]	0%
HCV inh	?	-14%	11%
CHX counter	4	-1	19*
Shiga inhibitor	9	-11	17
Pf growth 48h	?	-12%	32%[activator]
TbPYK inhibitor	-9%	-1%	/

(more compounds)
[25] CC(C)N(C(=O)CSc1nnc(-c2cc3ccccc3cc2O)n1Cc1ccco1)C(C)C
[26] N#Cc1cnn2c(-c3cccc([N+](=O)[O-])c3)ccnc12
[27] CCNc1nc(SCC(=O)OC)nc(N(C)C)n1
[28] Cc1cccc(NC(=O)CN2C(=O)c3ccccc3C2=O)c1C
[29] CCOCCCNC(=S)N1CCCN(c2nc3c(C)c(C)ccc3cc2C#N)CC1
[30] COC(=O)CSc1nc(NC(C)C)nc(N2CCOCC2)n1
[31] COc1ccc(N/C=C/C(=O)C(C)(C)C)cc1
[32] COc1ccc(C(=O)COC(=O)CN2C(=O)NC(C)(C)C2=O)cc1OC
Assay by compound	25	26	27	28	29	30	31	32
LmPK inh	-1%	/	2%	7%	-7%	-3%	-1%	-1%
Pf growth 96h	35%[activator]	?	-19%	20%	?	12%	?	?
HCV inh	?	-25%	8%	12%	10µM*	1%	1%	-1%
CHX counter	2	/	5	-2	14	1	31*	-4
Shiga inhibitor	-11	/	-17	22	37	-18	93*	10
Pf growth 48h	2.1µM*	16%	11%	5%	-5%	-1%	15%	20%
TbPYK inhibitor	-2%	-2%	0%	4%	-12%	?	-2%	/

[33] Cc1ccc(CNC(=O)c2ccc3c(c2)NC(=O)C(N2CCOCC2)S3)cc1 (stereo unspecified)
[34] Cc1cc(N=Nc2c(O)c3ccccc3[nH]c2=O)ccc1N=Nc1ccc(C(=O)N(C)C)cc1
[35] COc1cc2ccccc2cc1C(=O)N1CCN(c2ccccc2O)CC1
[36] COC(=O)Nc1c(C(=O)OC)cc(OC)c(OC)c1OC
[37] Cc1cc(C)c(NC(=O)CNC(=O)COC(=O)Cc2ccccc2C)c(C)c1
[38] COc1ccc(S(=O)(=O)NCc2ccc(F)cc2)cc1OC
[39] COc1ccc(CCC(=O)OCC(=O)c2cccc(OC)c2)cc1
[40] Cc1ccc(S(=O)(=O)CCC(=O)OCC(=O)Nc2cc(C)on2)cc1
Assay by compound	33	34	35	36	37	38	39	40
LmPK inh	0%	2%	/	2%	/	-2%	-2%[11.5 µM]	2%
Pf growth 96h	5%	2.1µM*	?	5%	-7%	0%	18%	?
HCV inh	-29%	-13%	13%	19%	6%	15%	7%	12%
CHX counter	-3	28	/	10	/	0	6	5
Shiga inhibitor	1	29	/	60	/	-13	17	5
Pf growth 48h	?	1.9µM*	?	12%	-13%	15%	26%	22%
TbPYK inhibitor	0%	-6%	6%	5%	5%	-2%	4%	7%

Some of the entries so far, as tab-separated lines.
nr	Structure	LmPK inh	Pf growth 96h	HCV inh	CHX counter	Shiga inhibitor	Pf growth 48h	TbPYK inhibitor
35	COc1cc2ccccc2cc1C(=O)N1CCN(c2ccccc2O)CC1	/	?	13%	/	/	?	6%
36	COC(=O)Nc1c(C(=O)OC)cc(OC)c(OC)c1OC	2%	5%	19%	10	60	12%	5%
37	Cc1cc(C)c(NC(=O)CNC(=O)COC(=O)Cc2ccccc2C)c(C)c1	/	-7%	6%	/	/	-13%	5%
38	COc1ccc(S(=O)(=O)NCc2ccc(F)cc2)cc1OC	-2%	0%	15%	0	-13	15%	-2%
39	COc1ccc(CCC(=O)OCC(=O)c2cccc(OC)c2)cc1	-2%[11.5 µM]	18%	7%	6	17	26%	4%

Remaining list, next part.
[41] Cc1ccccc1C(=O)N1CCC(C(=O)NN2C(=O)NC3(CCC(C)CC3)C2=O)CC1 (stereo unspecified)
[42] CC(NC(=O)c1cc2c(=O)n3ccccc3nc2n(CC2CCCO2)c1=N)c1ccccc1 (stereo unspecified)
[43] CCCCn1c(N)c(N(CCC(C)C)C(=O)c2cc(CC)c(C)s2)c(=O)[nH]c1=O
[44] O=C(Nc1nc(-c2ccccc2)cs1)c1ccc(S(=O)(=O)N2CCc3ccccc32)cc1
[45] CCn1nccc1C(=O)Nc1cc(Cl)ccc1Cl
[46] Cc1[nH]c2ccccc2c1N=Nc1ccc(F)cc1
[47] CNc1nc(OC)nc(N2CCOCC2)n1
[48] CC(=O)c1ccc(NC(=O)c2ccc(NC(=O)CCS(=O)(=O)c3cccs3)cc2)cc1
Assay by compound	41	42	43	44	45	46	47	48
LmPK inh	/	-2%	/	3%	1%	-4%	1%	2%
Pf growth 96h	-12%	19%	16%	?	-1%	53%[activator]	-8%	216%[activator]
HCV inh	13%	2.2µM*	9%	10µM*	?	?	12%	-16%
CHX counter	/	-3	/	2	-1	19*	-3	18*
Shiga inhibitor	/	-10	/	10	2	45	-12	192*
Pf growth 48h	-9%	13µM*	?	?	27%	20%	12%	73%[activator]
TbPYK inhibitor	-4%	-1%	-4%	0%	4%	4%	-8%	0%&0%

[49] O=C(CSc1nc(-c2ccccc2)cc(=O)[nH]1)N1CCOCC1
[50] Cn1c(SCC(=O)N2CCCCC2)nnc1-c1ccc(S(=O)(=O)N2CCOCC2)cc1
[51] Cc1cc(-c2ccccc2)nc(N(C)NC(=O)c2cccc(C(F)(F)F)c2)c1S(C)(=O)=O
[52] O=C(CS(=O)(=O)c1ccc(C(F)(F)F)cn1)NNC(=O)c1ccccc1
Assay by compound	49	50	51	52
LmPK inh	-1%	3%	6%	-2%
Pf growth 96h	/	13µM*	3.7µM*	-1%
HCV inh	-9%	-16%&4%	-4%	3%
CHX counter	-1	-1	-2	-1
Shiga inhibitor	-7	-19	8	56
Pf growth 48h	23%	-1%	/	85%[activator]
TbPYK inhibitor	30%	-1%	1%	-3%
